# CR mimetic SO: lowers age-related superoxide in aged yeast cells; S. cerevisiae aged cells, superoxide DHE fluorescence; active compounds read low; superoxide response (% of plate mean), % at 10 µM; actives 0.18% (n = 330,000);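 active means superoxide response under a set limit, about three screen SD below normal, cut at about 65% in these data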;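 further: yeast aged for seven days with compound at 30 °C before DHE staining; 100% = average MFI of all compound-treated wells on the plate with controls excluded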
# EBNA-1 inh: blocks EBNA-1 binding to DNA; inhibition, % at 14.8 µM; actives 0.34% (n = 300,000); EBNA-1 DNA binding, fluorescence polarization; AID 1950; in the data active means inhibition above about 28%
# PP5 primary: blocks human protein phosphatase 5 activity; purified PP5c, OMFP substrate fluorescence; AID 1987; actives 0.18% (n = 320,000); inhibition, % at 6.7 µM;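 active means inhibition above the campaign's mean inhibition across all tested compounds plus 3 SD, cut at about 9.5% in these data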;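 further: 0% = DMSO only and 100% = 100 µM cantharidin control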
# Target sequence (P53041 whole entry, looked up): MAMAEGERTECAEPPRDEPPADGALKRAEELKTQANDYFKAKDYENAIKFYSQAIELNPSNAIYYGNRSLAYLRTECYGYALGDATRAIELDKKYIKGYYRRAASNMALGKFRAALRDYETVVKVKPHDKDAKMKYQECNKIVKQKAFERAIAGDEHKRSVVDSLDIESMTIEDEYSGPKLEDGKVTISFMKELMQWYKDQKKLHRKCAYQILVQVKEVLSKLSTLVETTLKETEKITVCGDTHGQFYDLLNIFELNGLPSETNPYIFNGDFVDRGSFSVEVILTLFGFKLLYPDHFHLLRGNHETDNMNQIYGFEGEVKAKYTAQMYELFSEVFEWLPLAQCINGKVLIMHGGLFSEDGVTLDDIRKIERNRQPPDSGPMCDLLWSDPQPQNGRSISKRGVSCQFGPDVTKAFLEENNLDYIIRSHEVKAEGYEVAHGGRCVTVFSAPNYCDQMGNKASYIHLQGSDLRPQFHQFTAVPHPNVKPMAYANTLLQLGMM
# Fh CTSL1 inh: blocks F. hepatica cathepsin L1 in PFM18AAP counter-screen. recombinant F. hepatica cathepsin L1, Z-Leu-Arg-MCA fluorescence. inhibition, % at 5.96 µM. actives 0.49% (n = 300,000). AID 1906;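 active means inhibition above the mean of all tested compounds plus 3 SD, set per screening campaign, cut at about 17% in these data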;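 further: 0% = plate median of test compound wells and 100% = 1 µM Z-Phe-Ala-diazomethylketone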
# ZTA counter: blocks Epstein-Barr virus ZTA, an EBNA-1 counter-screen. ZTA-DNA binding, fluorescence polarization. inhibition, % at 11 µM. actives 0.15% (n = 320,000); in the data active means inhibition above about 33%
# Target sequence (P03206 whole entry, looked up): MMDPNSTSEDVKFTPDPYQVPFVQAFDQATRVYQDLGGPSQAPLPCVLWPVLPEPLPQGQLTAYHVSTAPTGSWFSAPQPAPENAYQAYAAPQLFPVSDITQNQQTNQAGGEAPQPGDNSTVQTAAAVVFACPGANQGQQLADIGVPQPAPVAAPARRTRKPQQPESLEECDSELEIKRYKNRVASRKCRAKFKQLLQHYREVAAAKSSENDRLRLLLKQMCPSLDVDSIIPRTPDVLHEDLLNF
# PP1 inh: blocks human PP1-alpha phosphatase, a PP5 counter-screen | P62136 | purified PP1alpha, OMFP fluorescence | inhibition, % at 6.7 µM | actives 0.9% (n = 320,000);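 active means inhibition above the mean inhibition of all tested compounds plus 3 SD, computed separately for each screening campaign, cut at about 15% in these data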
# Target sequence (P62136 whole entry, looked up): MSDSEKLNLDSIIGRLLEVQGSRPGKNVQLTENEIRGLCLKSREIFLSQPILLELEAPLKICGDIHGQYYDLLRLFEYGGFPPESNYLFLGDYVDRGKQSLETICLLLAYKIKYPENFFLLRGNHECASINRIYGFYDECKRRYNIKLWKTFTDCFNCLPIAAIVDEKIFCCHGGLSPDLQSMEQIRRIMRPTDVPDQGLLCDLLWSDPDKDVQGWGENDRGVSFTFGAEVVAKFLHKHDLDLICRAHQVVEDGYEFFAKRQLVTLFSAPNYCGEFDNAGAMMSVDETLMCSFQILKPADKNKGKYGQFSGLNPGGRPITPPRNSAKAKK
# TPT1 inh: blocks Candida albicans tRNA 2'-phosphotransferase; recombinant caTPT1, FP RNA substrate dephosphorylation; inhibition, % at 5 µM; actives 0.81% (n = 300,000); AID 1962;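 active means inhibition above the mean of all tested compounds plus 3 SD, set per screening campaign, cut at about 24% in these data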;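 further: plate controls were DMSO alone for no effect and ferristatin control at 100 nM for full effect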
# core dimer inh: blocks dimerization of HCV core protein; TR-FRET GST/Flag-core106 dimerization, 1536-well; inhibition, % at 5 µM; actives 0.33% (n = 300,000); AID 1899;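 active means inhibition above the mean of all tested compounds plus 3 SD, set per screening campaign, cut at about 45% in these data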
#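 Material: GST/Flag-tagged HCV core106 proteins. Incubation: 4 h, 22.5 °C incubation. Read-out basis: inhibition (%) from 671 over 617 nm ratio. Measured by: TR-FRET, excitation 340 nm, emission 617 and 671 nm.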
# GASC-1 inh: inhibitors of human GASC-1 (JMJD2C) demethylase; GST-JMJD2C(1-420) H3K9me3 demethylation, DELFIA europium; actives 0.069% (n = 330,000); inhibition, % at 2.35 µM; Q9H3R0;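 active means more than half of a compound's replicate wells show inhibition beyond 50%, single wells judged on their own value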;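 further: signal counts dimethyl H3K9 product captured on neutravidin plate; 0% = median of DMSO wells and 100% = 0.3 times that DMSO median; strong numbers were not always called active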
# Numbers without * were called inactive; · = not tested or not shown; & = joins results of further samples.
SMILES,CR mimetic SO,EBNA-1 inh,PP5 primary,Fh CTSL1 inh,ZTA counter,PP1 inh,TPT1 inh,core dimer inh,GASC-1 inh
CC(C)c1ccc(NC(=O)CCNS(=O)(=O)c2ccc3[nH]c(=O)oc3c2)cc1,95.2,0.2,3.9,-0.4,5.6,3.8,-0.9,-14.8,4.8
O=C(CN1C(=O)COCC1=O)N1CCOCC1,95.1,-2.3,-1.2,-4.2,4.7,-5.7,-2.5,-2.7,-0.9
CCN1CCCC1CNCc1cc(OC)c(OC)c(OC)c1 (configuration not stated),88.7,12.2,-1.0,2.6,10.0,-0.8,-3.4,1.8,-2.7
CCOC(=O)Cc1csc(NC(=O)CC)n1,94.1,4.8,-0.6,-0.7,8.2,-7.8,-3.4,0.5,5.5
Cn1c(=O)c2c(ncn2CC(=O)OCC(=O)Nc2ccc(Cl)cc2)n(C)c1=O,105.2,4.2,-2.6,3.6,-5.9,-0.3,-1.9,1.3,-7.6
CCC(=O)NS(=O)(=O)c1cccnc1Nc1ccccc1Cl,101.2,-6.7,-0.1,-0.1,-0.1,-1.4,-3.9,-6.5,-5.4
Cc1ccc(NC(=O)Cc2ccccc2Cl)cc1S(=O)(=O)N(C)C,102.2,-7.2,-0.4,-3.9,-5.0,1.4,4.3,36.5,7.2
CCOC(=O)CSc1nnc(-c2c[nH]c3ccccc23)n1CC,93.2,4.7,0.1,-6.5,10.2,-1.4,0.2,10.0,0.6
Cc1ccc(CNC(=O)c2ccc(N3CCC4(CC3)CC(c3ccccc3)=NO4)c(NC(=O)c3ccccc3)c2)cc1,95.2,12.2,-0.4,1.1,1.5,-4.3,-0.2,19.5,5.0
CC1(C)CC(=O)C(C=NCCN2CCN(CCCCS(=O)(=O)O)CC2)=C(O)C1,101.2,-3.9,1.0,-1.6,-9.1,7.3,-4.0,-4.2,1.9
Cc1sc2nc(CSC(C)C(=O)Nc3ccc(C#N)cc3)[nH]c(=O)c2c1C (configuration not stated),92.6,-4.3,1.8,0.4,0.9,4.7,28.7*,12.3,8.7
COc1ccccc1CN1CCN(C(CC(C)C)c2nnnn2Cc2cccs2)CC1 (configuration not stated),90.3,5.5,0.0,0.8,-5.2,-0.9,-2.3,7.3,35.1&22.7
CCn1c(O)c(N=NC(=O)CNc2cccc(C)c2)c2ccccc21,100.2,-1.6,-1.0,-3.8,10.6,-0.1,-1.3,11.8,4.4
C#CCNC(=O)C1=C[C@H](c2cn(C(C)=O)c3ccccc23)C[C@H](OCc2ccc(CO)cc2)O1,100.5,2.1,2.7,-1.4,-3.0,-1.1,3.2,3.5,-2.0
CN1CCC(=NNC(=O)c2cn(-c3ccccc3)nc2-c2ccccc2)CC1,83.0,-1.9,0.6,-3.2,8.2,1.0,0.2,5.6,-3.6
COc1ccc(N(CC(=O)Nc2ccc(OC)c(Cl)c2)S(=O)(=O)c2c(C)noc2C)cc1,114.6,0.8,7.0,6.5,-11.0,1.3,-1.8,3.5,-7.4
O=C(Nc1ncc(Cc2ccccc2Cl)s1)C1CCCO1 (configuration not stated),110.2,-0.8,0.4,0.8,-0.2,-2.2,0.4,-0.1,2.4
Cc1ccc(N2CCN(C3=NC(=O)/C(=C\c4cccs4)S3)CC2)cc1,109.6,-18.6,-0.4,2.0,2.5,2.0,-2.4,23.2,-27.6
O=C(CSC(=S)N1CCOCC1)N1N=CCC1c1ccccc1 (configuration not stated),91.5,2.5,-2.4,0.2,3.1,4.9,-3.9,-0.8,-9.3
Cn1c2ccccc2c(=O)c2c(=O)n(C3CCCCC3)c(-c3cccs3)nc21,65.2*,9.4,2.3,5.1,-7.1,8.5,-1.2,22.7,-2.4

# Seven of the entries above in order of the core dimer inh value, highest first:
Compound,core dimer inh
Cc1ccc(N2CCN(C3=NC(=O)/C(=C\c4cccs4)S3)CC2)cc1,23.2
Cc1sc2nc(CSC(C)C(=O)Nc3ccc(C#N)cc3)[nH]c(=O)c2c1C (configuration not stated),12.3
CCn1c(O)c(N=NC(=O)CNc2cccc(C)c2)c2ccccc21,11.8
COc1ccccc1CN1CCN(C(CC(C)C)c2nnnn2Cc2cccs2)CC1 (configuration not stated),7.3
CN1CCC(=NNC(=O)c2cn(-c3ccccc3)nc2-c2ccccc2)CC1,5.6
COc1ccc(N(CC(=O)Nc2ccc(OC)c(Cl)c2)S(=O)(=O)c2c(C)noc2C)cc1,3.5
O=C(CSC(=S)N1CCOCC1)N1N=CCC1c1ccccc1 (configuration not stated),-0.8

# Other results follow.
SMILES,CR mimetic SO,EBNA-1 inh,PP5 primary,Fh CTSL1 inh,ZTA counter,PP1 inh,TPT1 inh,core dimer inh,GASC-1 inh
O=C1N/C(=N\N=C\c2cccs2)SC1Cc1cccc(Cl)c1Cl (configuration not stated),91.4,4.0,-0.4,1.6,19.1,-0.3,1.6,10.2,-0.5
CC1(C)Cc2nc(N)c(=O)sc2C1,93.9,1.7,0.8,0.8,3.7,-0.1,-1.0,2.6,3.0
Cc1ccc(CN2CCC(CNS(=O)(=O)c3ccc(-c4ccc(=O)[nH]n4)s3)CC2)cc1,119.7,-11.2,-0.5,-2.3,9.1,1.1,0.1,-16.9,-2.6
O=C(Nn1c(-c2ccc(Cl)cc2)nc2ccccc2c1=O)c1cccnc1Cl,114.8,10.0,-0.7,0.0,4.4,-1.7,-0.3,-3.0,-10.5
COC(=O)Cn1cnc2c(nnn2Cc2ccc(Cl)cc2)c1=O,89.8,12.1,-1.8,3.5,-3.8,-5.1,-0.6,1.2,2.8
N#Cc1nc(COc2ccc(Cl)cc2)oc1N1CCN(Cc2ccccc2)CC1,90.8,-7.3,5.6,-2.1,-16.0,2.6,-2.5,0.7,15.3
COc1ccc(C(=O)NCc2ccc3c(c2)OCO3)cc1S(=O)(=O)NCc1ccc(Cl)cc1,94.6,1.9,4.8,-2.2,-12.2,0.6,-2.0,0.4,4.1
CCN1CCN(CC(=O)Nc2cc(F)ccc2C)CC1,94.7,2.3,-1.9,0.2,4.2,-3.4,-2.2,-1.4,8.3
CCCCCCNC(=O)N1C/C=C\C(c2ccc(OC)cc2)N(Cc2ccc(F)cc2)C(=O)C1 (configuration not stated),·,-8.1,5.9,0.8,-5.4,2.9,2.0,-0.9,6.3
COc1ccccc1N1CCN(C(=O)C2CCCN(S(=O)(=O)c3ccc(C)cc3)C2)CC1 (configuration not stated),96.6,·,-1.1,·,12.0,1.5,·,·,11.7
Cc1c(N=C/C=C2/N(C)c3ccccc3C2(C)C)c(=O)n(-c2ccccc2)n1C,97.5,-9.9,1.9,2.7,24.8,-5.0,41.8*,6.3,-30.5
CC1CN(C(=O)CCC(=O)NCc2ccccc2Cl)c2ccccc2S1 (configuration not stated),87.2,5.1,3.2,-2.8,1.4,1.6,-4.2,-0.2,12.7
Cc1cccc(N2CCN(C(=O)/C=C/c3ccco3)CC2)c1C,84.2,-0.8,-0.4,1.7,16.9,-0.7,-4.0,8.7,-3.3
CC(C)C[C@H](NC(=O)[C@@H]1O[C@H]1C(=O)O)C(=O)NCCCCN=C(N)N,102.0,-3.4,3.5,111.7*,21.3,-1.6,0.9,5.7,37.5
Cc1cccc(NC(=O)C(C)N2C(=O)c3ccccc3S2(=O)=O)n1 (configuration not stated),102.2,-5.6,1.5,1.0,15.0,-1.6,-0.1,0.3,-7.4
O=C(c1cccc([N+](=O)[O-])c1)N1CCN(c2ncccn2)CC1,95.0,0.7,-2.0,5.2,-1.2,-1.7,-1.1,-4.3,31.8
CCN1CCN(c2ccc(NC(=O)c3cc(OC)c(OC)c(OC)c3)cc2)CC1,96.7,4.5,2.0,-1.3,-8.8,-0.9,-4.5,-7.8,5.3
O=C(COC(=O)/C=C/c1cccc(F)c1)Nc1ccccc1-c1ccccc1,92.1,10.7,0.1,0.7,4.7,-1.3,-1.5,11.1,6.1
CC1CN(CCS(=O)(=O)c2cc(Cl)ccc2Cl)CC(C)O1 (configuration not stated),97.7,14.5,0.3,-1.0,-3.3,-4.7,-2.6,3.8,-8.4
CC(C)CN(CC(C)C)CC(O)CN(c1ccccc1)S(=O)(=O)c1ccccc1[N+](=O)[O-] (configuration not stated),91.8,2.8,5.4,5.0,15.4,3.6,-1.2,1.5,-8.1
CCN(CCCNC(=O)CN(C)S(=O)(=O)c1cccc2nsnc12)c1ccccc1,98.4,11.5,1.7,-2.7,-3.0,-3.5,0.5,0.8,-5.6
COc1ccccc1NS(=O)(=O)c1cccc(C(=O)NCC(C)(C)N2CCOCC2)c1,98.8,-11.6,1.9,0.8,-7.5,-1.9,-1.0,-1.4,-4.6
COC1(C2=NCCN2)COc2ccccc2O1 (configuration not stated),84.6,7.5,-0.9,-2.5,25.5,-4.0,-5.3,5.7,·
CC(CCc1ccccc1)NC(=O)C1CCN(c2nnc(-n3cccc3)s2)CC1 (configuration not stated),101.5,-0.8,3.4,-4.6,4.5,2.9,2.2,27.3,9.4
C=CC[C@]12C=C(OC)C(=O)C(OC)=C1O[C@@H](c1ccc3c(c1)OCO3)[C@H]2C,97.0,-2.4,2.4,2.3,16.8,-2.3,-1.3,1.6,92.8
Cc1ccc(NC(=O)COC(=O)CCC2CCCC2)c(Br)c1,79.5,·,0.7,·,9.8,0.0,·,·,1.8
CCOc1ccc(S(=O)(=O)Nc2ccc(C(=O)NCC3CCCO3)cc2)cc1 (configuration not stated),103.3,-8.8,3.4,4.1,8.1,-2.7,1.6,-1.2,0.0
COc1ccc(CCN=C(N)NS(=O)(=O)c2ccc(OC)c(OC)c2)cc1OC,102.2,5.8,5.1,-1.9,8.0,1.9,0.1,4.3,1.3
COc1ccc(NCc2nnc(SCC(=O)N3CCCc4ccccc43)o2)cc1,98.4,5.0,1.4,2.2,8.4,1.4,-1.9,6.4,2.4
O=S(=O)(NCC(c1ccco1)N1CCN(c2ccccc2)CC1)c1ccc(F)cc1 (configuration not stated),81.9,-3.1,0.0,3.9,0.4,3.2,0.4,3.4,-4.0

# Some entries already given, reduced to PP1 inh and Fh CTSL1 inh:
Molecule | PP1 inh | Fh CTSL1 inh
CCOc1ccc(S(=O)(=O)Nc2ccc(C(=O)NCC3CCCO3)cc2)cc1 (configuration not stated) | -2.7 | 4.1
COc1ccc(CCN=C(N)NS(=O)(=O)c2ccc(OC)c(OC)c2)cc1OC | 1.9 | -1.9

# Remaining list, next part.
SMILES,CR mimetic SO,EBNA-1 inh,PP5 primary,Fh CTSL1 inh,ZTA counter,PP1 inh,TPT1 inh,core dimer inh,GASC-1 inh
CC1=CC(C)(C)N2C(=O)C3(C(C#N)=C(N)Oc4cc(O)ccc43)c3cccc1c32 (configuration not stated),119.7,-1.2,5.2,-2.5,1.1,-1.8,-2.2,14.3,5.3
CCOCCCNS(=O)(=O)c1ccc2c(c1)CCN2C(C)=O,99.2,2.3,-0.7,-1.4,-13.0,-1.6,-4.1,0.9,-2.5
CCc1nnc(NC(=O)CSc2nccn2-c2cc(C)cc(C)c2)s1,91.2,2.3,0.6,-3.5,10.4,0.5,-0.8,13.5,-1.4
O=C(NCCN1CCOCC1)c1cccc(S(=O)(=O)N(Cc2ccccc2)c2ccccc2)c1,97.5,-13.3,-0.8,1.3,-0.5,-5.4,1.2,0.0,0.7
N#Cc1ccc(NC(=O)CN2C(=O)NC3(CCCC3)C2=O)cc1,83.9,4.0,-1.1,2.5,9.5,-2.4,-2.0,-0.9,2.9
COc1cc(-c2nc(CN3CCN(c4ncccn4)CC3)c(C)o2)ccc1F,106.8,0.0,2.2,10.4,-20.7,-10.8,0.6,-10.0,-2.3
CCCCC(=O)N/C(N)=N/c1nc2ccccc2o1,107.2,-8.8,4.1,-0.5,-0.5,0.1,-1.1,0.6,-24.4
CCc1c(C(=O)N/N=C/c2ccc(C)o2)csc1C,101.3,3.2,-0.7,-0.3,-11.2,-1.1,0.3,2.6,-0.7

# Screening results: PubChem, several laboratories

# Random draw from the library; about 3.1% have a hit in one of these screens.
